SRC1 TRFRET art = TR-FRET detection interference compounds, primary screen, artefact control for PPARgamma SRC-1 recruitment agonists, biochemical, TR-FRET emission ratio; TR-FRET ratio at 8 µM; AID 1051, 2008; TR-FRET detection artefact counter-screen; hits give high values; 0.34% of 99,000 active; in the data active = TR-FRET ratio above about 2300; also: inactives centre near 1800
SRC3 TRFRET art = TR-FRET detection interference compounds, artefact control for PPARgamma SRC-3 recruitment agonists, biochemical, TR-FRET ratio | TR-FRET ratio at 8 µM | TR-FRET artefact counter-screen, PPARgamma/SRC-3 format; hits give high values | AID 1048, 2008 | 0.39% of 99,000 active; in the data active = TR-FRET ratio above about 2000; also: inactives centre near 1600
An asterisk follows results filed as active. Not all compounds are listed; count on the stated rates, not on these rows.

SMILES | SRC1 TRFRET art | SRC3 TRFRET art
O=C(NC(=S)Nc1cccc(NC(=S)NC(=O)c2ccco2)n1)c1ccco1 | 1948 | 1731
CCn1cc(C(=O)N2CCN(c3ccc(OC)cc3)CC2)c(=O)c2cc(S(=O)(=O)N3CCCCC3)ccc21 | 1602 | 1332
Cc1ccccc1NC(=S)Nc1cccc2cnccc12 | 1602 | 1419
O=C(CC1Sc2ccccc2NC1=O)OCc1cc(=O)oc2cc(O)ccc12 (stereo not drawn) | 1669 | 1747
Cc1cccc(C)c1OCCN1C(=O)NC(C)(c2ccccc2)C1=O (stereo not drawn) | 1740 | 1436
O=C(NC(=S)NCc1cccnc1)c1ccccc1[N+](=O)[O-] | 1818 | 1718
CC1=NNC(=O)C1CC(=O)N/N=C/C(C)=C/c1ccccc1 (stereo not drawn) | 1767 | 1546
Cc1ccccc1NC(=S)NC(C)CCc1ccccc1 (stereo not drawn) | 2052 | 1629
CCN1CCN(CCNC(=O)c2ccc3c(c2)N(Cc2ccc(F)cc2)C(=O)/C(=C/c2ccccc2)S3)CC1 | 1795 | 1437
Cc1ccc(-n2cc(CN(C)Cc3nccn3C)c(-c3cccc(C)c3)n2)cc1 | 1799 | 1568
Cn1c(Cn2c(=O)sc3ccccc32)nnc1SCC(=O)Nc1ccccc1F | 1899 | 1592
COc1cc(C(=O)NCCCn2ccnc2)cc(OC)c1OC | 1558 | 1429
Cc1ccccc1-c1nnc(SCC#N)o1 | 1861 | 1635
OCCC1CN(Cc2cnc(-c3cccc4ccccc34)nc2)CCN1C1CCCCC1 (stereo not drawn) | 1779 | 1484
CC1C=CCC2C(=O)N(c3ccc(Cl)cc3O)C(=O)C12 (stereo not drawn) | 1610 | 1465
Cc1ccccc1NC(=S)NCc1ccco1 | 1654 | 1518
Cn1c(=O)c2nc3ccccc3nc2n(C)c1=O | 1606 | 1536
COc1cccc(C2(O)CCN(CC(=O)NCC3CC3)CC2)c1 | 1621 | 1466
COCCOc1ccc(C(F)(F)F)cc1N | 1914 | 1512
CC(Sc1ncnc2ccccc12)C(=O)Nc1ccc2c(c1)OCCO2 (stereo not drawn) | 1702 | 1563
O=[N+]([O-])c1ccc(N/N=C2\CC3CC=CC23)c([N+](=O)[O-])c1 (stereo not drawn) | 1728 | 1468
CC(C)c1ccccc1NC(=S)NCc1nc2ccccc2[nH]1 | 1731 | 1543
COc1cccc2cc(C(=O)N3CCc4ccccc4C3)c(=O)oc12 | 1773 | 1448
O=C(Cc1ccc(Br)c2ccccc12)N/N=C/c1ccccn1 | 1872 | 1552
Cc1cc(SCC(=O)OCC(=O)NCC2CCCO2)c(C)cc1Br (stereo not drawn) | 1702 | 1541

Record cards, as listed above. Order of screens: SRC1 TRFRET art | SRC3 TRFRET art
O=C(CC1Sc2ccccc2NC1=O)OCc1cc(=O)oc2cc(O)ccc12 (stereo not drawn) is listed as 1669 | 1747
Cc1ccccc1NC(=S)NC(C)CCc1ccccc1 (stereo not drawn) is listed as 2052 | 1629
CC(C)c1ccccc1NC(=S)NCc1nc2ccccc2[nH]1 is listed as 1731 | 1543
Cc1ccccc1NC(=S)Nc1cccc2cnccc12 is listed as 1602 | 1419

4 entries from above, reformatted:
| mol | SRC1 TRFRET art | SRC3 TRFRET art |
| --- | --- | --- |
| O=C(NC(=S)NCc1cccnc1)c1ccccc1[N+](=O)[O-] | 1818 | 1718 |
| CC1=NNC(=O)C1CC(=O)N/N=C/C(C)=C/c1ccccc1 (stereo not drawn) | 1767 | 1546 |
| Cc1ccccc1NC(=S)NC(C)CCc1ccccc1 (stereo not drawn) | 2052 | 1629 |
| CCN1CCN(CCNC(=O)c2ccc3c(c2)N(Cc2ccc(F)cc2)C(=O)/C(=C/c2ccccc2)S3)CC1 | 1795 | 1437 |

Following part.
SMILES | SRC1 TRFRET art | SRC3 TRFRET art
O=c1c2ccccc2nc2c3ccccc3c(Cl)nn12 | 1630 | 1687
O=C(CSc1ncnc2c1cnn2-c1ccc(Cl)cc1)NCc1ccc2c(c1)OCO2 | 1878 | 1479
O=C(CCN1CCOCC1)c1ccc(Br)cc1 | 1648 | 1516
Cc1ccc(NC(=O)C(C)N2CCCC2)cc1Cl (stereo not drawn) | 1857 | 1551
Cc1onc(-c2ccccc2)c1C(=O)N/N=C/c1cccc(O)c1 | 2047 | 1598
COc1ccc(C(CNC(=O)Cc2c(F)cccc2Cl)N2CCCCC2)cc1 (stereo not drawn) | 1702 | 1609
COc1ccc2[nH]c3ccc(OC)cc3c2c1 | 1510 | 1623
O=C(COC(=O)c1n[nH]c2ccccc12)c1cc(F)ccc1F | 1749 | 1556
CC1CN(C(=O)COC(=O)[C@@H]2CC(O)CN2S(=O)(=O)c2ccc3c(c2)OCCO3)CC(C)O1 (stereo partly drawn) | 1603 | 1603
COc1ccc(C(=O)NNC(=S)NC(=O)C(C)(C)C)cc1 | 1493 | 1228
Cc1nn(C)c(Cl)c1CN1CCCC(CO)(Cc2ccccc2)C1 (stereo not drawn) | 1585 | 1536
CCCCOc1ccc(C(=O)Nc2ccc3c(c2)OCO3)cc1 | 1524 | 1248
O=C(NC(c1ccccc1)c1ccccc1)C1CCCO1 (stereo not drawn) | 1928 | 1394
CCOC(=O)c1cccnc1NC(=O)c1ccccc1 | 1667 | 1508
O=C(Nc1nc2ccc(S(=O)(=O)N3CCOCC3)cc2s1)c1cccs1 | 1809 | 1523
O=C(CN1CCC(NC(=O)Nc2ccccc2-c2ccccc2)CC1)NCc1ccco1 | 1731 | 1653
COc1cc(/C=N/Nc2ccccc2)ccc1OC(=O)c1cccs1 | 1982 | 1638
Nc1ncnc2c1nc(SCCO)n2Cc1ccccc1 | 1888 | 1427
COc1ccc(NC(=S)N/N=C2\CC(C)(C)Oc3ccc(OC)cc32)cc1 | 1759 | 1691
COc1ccc(C(=O)NC(=S)N(CCC(C)C)c2c(N)n(Cc3ccccc3)c(=O)[nH]c2=O)cc1 | 1849 | 1764
O=C(Nc1ccccc1N1CCCCC1)c1ccc(-c2cccc(Cl)c2)o1 | 1574 | 1628
COc1cc(CN2CCNC(=O)C2CC(=O)NCCc2ncccc2C)cc(OC)c1 (stereo not drawn) | 1768 | 1696
N#Cc1cc2ccccc2nc1N | 2172 | 1569
CCOc1ccc(NC(=O)c2ccc(S(=O)(=O)N(C)C)cc2)cc1 | 1808 | 1881
Cc1cccc(NC(=S)Nc2cccc(C(F)(F)F)c2)n1 | 1959 | 1698
SMILES | SRC1 TRFRET art | SRC3 TRFRET art
COc1nc(Nc2cccc([N+](=O)[O-])c2)nc(OC)n1 | 1502 | 1599
C=CCCc1ccc(C#N)c(SCc2c(C(=O)OCC)c3cc(OC(C)=O)c(Br)cc3n2C)n1 | 1814 | 1687
O=S(=O)(Nc1ccc(Br)cn1)c1cccs1 | 1879 | 1608
O=C(CSCc1ccc(Cl)cc1Cl)Nc1c[nH]c(=O)[nH]c1=O | 1683 | 1478
CC(NC(=O)/C=C/c1ccco1)c1nc2ccccc2n1Cc1ccccc1F (stereo not drawn) | 1725 | 1666
Cc1cc(C)nc(OC(=O)c2c(Cl)cc(Cl)cc2Cl)n1 | 1775 | 1544
O=C(Cn1c(=O)n(-c2ccccc2)c(=O)c2oc3ccccc3c21)Nc1ccccc1 | 2004 | 1692
CCOCCCNC(=O)C(NC(=O)c1ccccc1O)c1ccc(Cl)cc1 (stereo not drawn) | 1906 | 1661
CC(C)C(=O)Nc1cccc(C(=O)Nc2cc([N+](=O)[O-])ccc2F)c1 | 1816 | 1483
OC(CNCc1ccccc1F)(c1ccc(F)cc1)c1ccc(F)cc1 | 1549 | 1431
Cc1cccc(Cn2c(C)nc3c(N)c(C)c(C)cc32)c1 | 1989 | 1427
COC(=O)c1cccc(NC(=O)c2cc(OC)c(OC)c(OC)c2Br)c1 | 1997 | 1644
COc1ccc(/C=N/NC(=O)c2ccc(Cl)cc2Cl)cc1COC(C)=O | 1806 | 1514
C=CCN1C(=O)S/C(=C\c2ccc3c(c2)n(C)c(=O)n3C)C1=O | 1546 | 1304
O=C(/C=C/c1ccc2c(c1)OCO2)Nc1nc(-c2ccc(F)cc2)cs1 | 1787 | 1610
C=CCOC(=O)C1=C(C)N=C2SCCC(=O)N2C1/C=C/c1ccccc1OC (stereo not drawn) | 1806 | 1493
Cc1ccc(-n2c3c(cc(C(=O)NCc4ccco4)c2=O)C(=O)CCC3)cc1 | 1959 | 1592
NC(=S)N/N=C\c1c2ccccc2cc2ccccc12 | 2074 | 1898
COc1cc(NC(=O)c2cc3c(Cl)nc4ccccc4c3s2)cc(OC)c1OC | 1844 | 1518
O=C(O)c1cc2n(n1)CCN(Cc1ccccc1Cl)C2=O | 1669 | 1574
CC(=O)c1ccc(N2CCN(C(=O)c3nn(Cc4ccccc4)c(=O)c4ccccc34)CC2)cc1 | 1723 | 1637
CCOc1c(Br)cc(CNC2CCCCCCC2)cc1OC | 1905 | 1689
O=C(NCCOc1ccccc1Cl)C(=O)NCCOc1ccccc1Cl | 2002 | 1650
Cc1ccc(-n2c(SCC(=O)NCCN3C(=O)CSC3=O)nnc2-c2ccccc2F)cc1 | 1977 | 1872
CCc1cc(C(=O)COc2ccc(F)cc2)c(O)cc1O | 1736 | 1547

Structural class, the compounds so far with a CF3 group
SMILES | SRC1 TRFRET art | SRC3 TRFRET art
COCCOc1ccc(C(F)(F)F)cc1N | 1914 | 1512
Cc1cccc(NC(=S)Nc2cccc(C(F)(F)F)c2)n1 | 1959 | 1698

The listing continues.
SMILES | SRC1 TRFRET art | SRC3 TRFRET art
CCOC(=O)C1CCN(c2ccc(C(=O)O)cc2[N+](=O)[O-])CC1 | 2118 | 1552
O=C(NCCCO)C(=O)c1c(-c2ccccc2)cc2ccccn12 | 1781 | 1614
CCC(=O)c1ccc(N2CCC(C)CC2)c(F)c1 | 1763 | 1648
O=C(Cc1cccs1)N/N=C/c1ccco1 | 1959 | 1624
C1=CCC(CN2CCNCC2)CC1 (stereo not drawn) | 1602 | 1471
COc1ccc2cc(C(C)=O)c(=O)oc2c1 | 1769 | 1631
CCOCCCNC(=O)C(Cc1ccccc1)NS(=O)(=O)c1ccc2c(c1)c(=O)n(C)c(=O)n2C (stereo not drawn) | 1945 | 1384
COc1cc(C(=O)Nc2ccc(C)cc2)c(-n2cnnn2)cc1OC | 1966 | 1608
C=CCn1c(SCC(=O)Nc2cccnc2Cl)nnc1-c1ccccc1F | 1741 | 1620
O=C(CN1CCN(S(=O)(=O)c2ccc(Cl)cc2)CC1)Nc1ccc2c(c1)CCC2 | 1520 | 1319
CC(=O)c1cccc(NC(=S)N2c3ccccc3CC2C)c1 (stereo not drawn) | 1886 | 1471
CCOc1ccc(NC(=O)CCCn2c(=S)[nH]c3ccsc3c2=O)cc1 | 1651 | 1727
O=C(Nc1ccccc1)N1CCc2scc[n+]2-c2ccccc21 | 1647 | 1483
O=S(=O)(c1cccc(NC(=S)N2CCN(c3ccc(F)cc3)CC2)c1)C(F)F | 1843 | 1507
CC(C)(C)NCc1cc(Br)ccc1OCc1cccs1 | 1772 | 1659
C=CCN(c1ccccc1)S(=O)(=O)c1cccc(C(=O)Oc2ccc3c(C)cc(=O)oc3c2)c1 | 1761 | 1616
CCN1CCN(c2cc3c(cc2F)c(=O)c(C(=O)O)cn3C2CC2)CC1 | 1818 | 1606
O=c1[nH]c2ccc(NS(=O)(=O)c3ccc(Cl)cc3)cc2[nH]1 | 1845 | 1614
CCCCN1CNC(=S)N(Cc2ccccc2)C1 | 1847 | 1539
COc1ccc(C2=CC(c3ccc(F)cc3)n3nnnc3N2)cc1 (stereo not drawn) | 2032 | 1533
CCSc1ccccc1C(=O)Nc1ccc(S(=O)(=O)NC(C)=O)cc1 | 1885 | 1599
O=C(COC(=O)c1cc(F)cc(F)c1)Nc1cccnc1Cl | 1998 | 1596
CCCC(=O)NCCCc1nc2ccccc2n1C | 1930 | 1536
COc1cc(C(=O)OCC(C)=O)cc(NC(=O)c2ccco2)c1OC | 1733 | 1628
CCOC(=O)CCCC(=O)N1CCOCCOCCN(C(=O)CCCC(=O)OCC)CCOCCOCC1 | 1443 | 1476

Grouped by structure, those above with a tert-butyl group (2)
SMILES | SRC1 TRFRET art | SRC3 TRFRET art
COc1ccc(C(=O)NNC(=S)NC(=O)C(C)(C)C)cc1 | 1493 | 1228
CC(C)(C)NCc1cc(Br)ccc1OCc1cccs1 | 1772 | 1659

Next part
SMILES | SRC1 TRFRET art | SRC3 TRFRET art
O=S(=O)(NCc1ccccc1)c1ccc(S(=O)(=O)N2CCCC2)cc1 | 1765 | 1758
O=[N+]([O-])c1cccc(S(=O)(=O)Nc2nc3ccccc3nc2Nc2cccc(S(=O)(=O)N3CCCCC3)c2)c1 | 1603 | 1403
Cc1sc(NC(=O)CCC(=O)O)c(C#N)c1C | 1696 | 1644
O=C(c1ccc2c3c(cccc13)CC2)C1CCCN(C(=O)c2cc[n+]([O-])cc2)C1 (stereo not drawn) | 1680 | 1587
COc1ccc(C(=O)Oc2ccc(F)cc2C(=O)/C=C/c2ccc(OC)c(OC)c2)cc1 | 1653 | 1439
Cc1nn(-c2ccccc2)c2nc(C(F)(F)F)[nH]c(=O)c12 | 1668 | 1469
CC(C)(O)C#Cc1ccc(CN2CCN(Cc3ccsc3)C(CCO)C2)cc1 (stereo not drawn) | 1719 | 1690
O=C(NNC1CC(=O)N(c2ccc(Cl)cc2)C1=O)c1ccccn1 (stereo not drawn) | 1706 | 1395
CNS(=O)(=O)c1cccc(C(=O)OCC(=O)Nc2sc3c(c2C#N)CCCCC3)c1 | 2004 | 1714
Cc1cc(C)cc(NC(=O)NC(C)C2CCCO2)c1 (stereo not drawn) | 1965 | 1718
CC#CC[N+](C)(C)CCCCCCCCCCCC | 1728 | 1613
Cc1ccc(S(=O)(=O)CC(O)COc2ccc(C#N)cc2)cc1 (stereo not drawn) | 1854 | 1428
S=C(NCc1ccccc1)NCc1cccc(CNC(=S)NCc2ccccc2)c1 | 1603 | 1458
